Screening results as filed in PubChem BioAssay.
HER2 expr 66K = Her2 kinase expression inhibition; P04626; SKBR-3 HER2 protein level, AlphaScreen, 18-24 h; hits give low values; HER2 level % of control, % at 10 µM; 0.69% of 65,000 active; AID 645;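 active = HER2 level under 5% of the carrier-only control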;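 also: 100% = DMSO carrier and 0% = 500 nM PU-H71 HSP90 inhibitor; lower value means stronger loss of Her2 protein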
S1P1 ag pot = activates or potentiates agonism at human S1P1 receptor. S1P1 CRE-bla cells, forskolin, beta-lactamase FRET, potentiator mode; S1P1 agonist co-added at EC20, 2 nM; 100% = saturating reference agonist, 0% = basal. P21453. 0.57% of 56,000 active. AID 449. activation, % at 9.5 µM;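 active = activation above a cutoff set at the mean activation of all tested compounds plus 3 SD, cut at about 54% in these data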;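 also: forskolin at 4 µM as EC80 and the EC20 agonist is SEW2871; 100% = SEW2871 at its EC100 plus forskolin at EC80; some compounds past the cut are filed as inactive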
Target sequence (P21453 whole entry, looked up): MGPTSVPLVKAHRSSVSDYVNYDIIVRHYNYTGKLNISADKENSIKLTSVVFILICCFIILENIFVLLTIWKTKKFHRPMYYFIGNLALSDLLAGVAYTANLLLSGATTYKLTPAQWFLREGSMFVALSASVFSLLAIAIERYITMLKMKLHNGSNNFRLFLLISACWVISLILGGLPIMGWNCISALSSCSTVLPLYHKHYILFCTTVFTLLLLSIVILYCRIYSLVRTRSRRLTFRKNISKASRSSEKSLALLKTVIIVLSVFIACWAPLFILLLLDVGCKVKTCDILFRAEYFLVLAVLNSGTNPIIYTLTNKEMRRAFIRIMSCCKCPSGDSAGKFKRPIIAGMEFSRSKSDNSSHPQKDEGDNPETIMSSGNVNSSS
HEK293 NFkB inh = inhibitors of the PMA/ionomycin-induced NF-kB reporter in HEK293 cells; inhibition, % at 3 µM; 0.21% of 62,000 active; HEK-293 NF-kB luciferase reporter, luminescence; AID 465;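 active = inhibition above the mean of all tested compounds plus 3 SD, cut at about 40% in these data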;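 also: 0% = stimulated DMSO wells and 100% = 10 µM reference inhibitor 5653914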
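System: NF-kB luciferase reporter HEK-293 cells | Replication: Single test | Control set: DMSO vs reference inhibitor | Evaluation: % inhibition | Schedule: 1 h pretreatment, 16 h stimulation, 37 °C | Probe or stimulus: PMA with ionomycin | Compound dosing: One dose, 3 µM | Detection: Luciferase luminescence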
HTR1E agonist = activates the human 5-HT1E serotonin receptor; activation, % at 6 µM; 0.69% of 65,000 active; CHO 5-HT1E Ga15 NFAT-bla reporter, FRET; 0% DMSO wells, 100% control agonist wells;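 active = activation above a set limit, the screen-wide mean activation plus 3 SD, cut at about 8.5% in these data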;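 also: 100% = positive control agonist at 1 µM giving full maximal response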
M1 agonist = M1 muscarinic receptor agonism | CHO-M1 cells, Fluo-4 calcium fluorescence, agonist mode; hits give high values | B-score at 10 µM | 3% of 64,000 active | AID 626;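 active = fluorescence rise, raw or as B-score row- and column-corrected plate score, outside the 99.7% band of its plate's samples, either direction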
HTR1E antagonist = antagonists of human 5-HT1E serotonin receptor. P28566. CHO 5-HT1E Ga15 NFAT-bla reporter, FRET, antagonist. inhibition, % at 6 µM. 0.99% of 65,000 active;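 active = inhibition above a set limit, the mean inhibition across every tested compound plus 3 SD, cut at about 29% in these data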;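 also: signal is the 460 over 535 nm emission ratio of beta-lactamase substrate; 0% = agonist plus DMSO wells and 100% = wells without agonist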
Jurkat viability = reduces viability or proliferation of Jurkat cells | Jurkat E6.1 viability, ATP luminescence, 48 h | inhibition, % at 4 µM | 1.2% of 56,000 active | AID 463;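 active = inhibition above the mean inhibition of all tested compounds plus 3 SD, cut at about 28% in these data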
M1 antag = M1 muscarinic receptor (rat) antagonism. CHO-M1 cells, Fluo-4 calcium, ACh EC80 antagonist mode; hits give low values. AID 628. 3.4% of 64,000 active. B-score at 10 µM. P08482;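 active = calcium fluorescence response, raw or row-and-column corrected B-score, differing from the plate sample mean either way at a set confidence level, mostly lower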
S1P3 agonist = agonists of human S1P3 receptor; Q99500; S1P3 NFAT-BLA reporter cells, agonism, FRET ratio; relative to 1 µM S1P, basal subtracted; activation, % at 4.5 µM; 0.1% of 60,000 active;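 active = activation above the screen-wide mean plus 3 SD, cut at about 4.5% in these data, passing the limit was not always enough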; also: some compounds called inactive have numbers as strong as hits
Target sequence (Q99500 whole entry, looked up): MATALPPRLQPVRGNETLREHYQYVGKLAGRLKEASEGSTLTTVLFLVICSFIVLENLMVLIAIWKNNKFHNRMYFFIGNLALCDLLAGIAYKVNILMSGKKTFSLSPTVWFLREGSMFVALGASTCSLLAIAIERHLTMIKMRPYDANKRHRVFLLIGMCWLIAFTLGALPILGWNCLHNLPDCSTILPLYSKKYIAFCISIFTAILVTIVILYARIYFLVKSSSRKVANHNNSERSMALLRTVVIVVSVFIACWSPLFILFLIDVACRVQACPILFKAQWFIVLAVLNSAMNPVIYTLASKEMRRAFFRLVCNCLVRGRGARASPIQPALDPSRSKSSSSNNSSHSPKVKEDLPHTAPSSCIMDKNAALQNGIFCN
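material = human S1P3 NFAT-BLA reporter CHO cells | schedule = 4 h compound at 37 °C, 2 h substrate at RT | measured by = fluorescent BLA substrate, ex 405 nm, em 460/535 nm ratio | controls = 1 µM S1P reference | replication = primary once, confirmation triplicate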
Starred values were filed as active, the others as inactive; . = no result given.

SMILES | HER2 expr 66K | S1P1 ag pot | HEK293 NFkB inh | HTR1E agonist | M1 agonist | HTR1E antagonist | Jurkat viability | M1 antag | S1P3 agonist
COc1ccccc1NS(=O)(=O)CC12CCC(CC1=O)C2(C)C (centres undefined) | 122 | -6 | 19 | -1.2 | 1.6 | 1 | -7 | 0.013 | -1.6
CCNc1nnc(-c2ccccc2OC)s1 | 106 | -13 | 18 | 0.0 | 0.5 | -8 | -1 | -0.18 | -1.8
CCc1ccccc1NC1=NCC(=O)N1C1CCCCC1 | 73 | 17 | 15 | -0.3 | -0.52 | -8 | 0 | -0.25 | 0.8
Cc1noc(C)c1S(=O)(=O)N(CC(=O)N1CCCC1)c1ccc(C(C)C)cc1 | 84 | -18 | 22 | -0.7 | -0.6 | -1 | 5 | -1.1 | -0.8
O=C(Nc1cccc2c1C(=O)NC2=O)c1ccc(S(=O)(=O)N2CCCC2)cc1 | 88 | 2 | 15 | -0.5 | 0.32 | 10 | -1 | -1.6 | -0.3
O=C(NCCN1CCCC1)c1ccc2c(=O)n(CCc3ccccc3)c(=O)[nH]c2c1 | 74 | . | 12 | -0.4 | -1.3 | -2 | . | -0.16 | .
O=S(=O)(c1ccc(S(=O)(=O)N2CCN(C/C=C/c3ccccc3)CC2)cc1)N1CCCC1 | 62 | 5 | 20 | -0.4 | 0.43 | 6 | -1 | 0.017 | -1.0
CCN(CC)c1ccc2c(c1)CCCN2 | 104 | -10 | 13 | 0.9 | -1.6 | -10 | 0 | -1.4 | 0.1
COc1cccc(N2CC(C(=O)Nc3ccc(C(=O)OC(C)C)cc3)CC2=O)c1 (centres undefined) | 83 | . | 14 | 3.0 | . | -7 | -1 | . | -0.4
O=C(C1CC1)N1CCc2cc(S(=O)(=O)NC3CCN(Cc4ccccc4)CC3)ccc21 | 171 | -23 | 4 | 0.6 | -0.45 | 0 | -4 | -0.9 | -0.3
CC1=C(C(N)=O)C(c2ccc(Cl)cc2)NC(=O)N1 (centres undefined) | 156 | -24 | 3 | 0.3 | 1.4 | -2 | -7 | 0.42 | 1.1
COc1ccc(CCNC(=O)CSc2nnnn2-c2ccccc2OC)cc1OC | 90 | -4 | 0 | 1.4 | -0.99 | -5 | -2 | 0.11 | 0.2
O=S(=O)(c1ccc2c(c1)OCCO2)N1CCN(c2nc3ccccc3s2)CC1 | 76 | 11 | 21 | -1.5 | 0.29 | 7 | 12 | -0.031 | -0.2
Cc1c(NS(=O)(=O)c2ccc3c(c2)n(C)c(=O)n3C)c(=O)n(-c2ccccc2)n1C | 87 | . | 7 | 0.9 | -0.82 | -10 | -1 | -0.27 | -0.2
C[C@H](NC(=O)NCc1cccs1)C(=O)O | 108 | 13 | 3 | 0.2 | -0.21 | -8 | -6 | 0.15 | -0.9

Not a retest: an excerpt of the list.
SMILES | HER2 expr 66K | S1P1 ag pot | HEK293 NFkB inh | HTR1E agonist | M1 agonist | HTR1E antagonist | Jurkat viability | M1 antag | S1P3 agonist
CC1=C(C(N)=O)C(c2ccc(Cl)cc2)NC(=O)N1 (centres undefined) | 156 | -24 | 3 | 0.3 | 1.4 | -2 | -7 | 0.42 | 1.1
COc1ccc(CCNC(=O)CSc2nnnn2-c2ccccc2OC)cc1OC | 90 | -4 | 0 | 1.4 | -0.99 | -5 | -2 | 0.11 | 0.2

Other entries:
SMILES | HER2 expr 66K | S1P1 ag pot | HEK293 NFkB inh | HTR1E agonist | M1 agonist | HTR1E antagonist | Jurkat viability | M1 antag | S1P3 agonist
CCOC(=O)c1[nH]cnc1C(=O)Nc1ccccn1 | 83 | -12 | 24 | 0.0 | 0.37 | 6 | 0 | 0.059 | -0.8
O=C(NCc1cccs1)C1CCN(c2nccs2)CC1 | 94 | 1 | 15 | -0.9 | -0.65 | 5 | 0 | 0.67 | -0.4
CCOc1cc(C)c(S(=O)(=O)NC2CCCCC2)cc1C | 52 | -10 | 11 | -0.2 | 0.66 | -4 | 7 | 0.75 | -1.4
O=C(NC1CCCC1)c1cnc2n(c1=O)CCS2 | 79 | 6 | 16 | 0.3 | -0.15 | -1 | -4 | 0.89 | -0.5
COc1cccc(OC)c1C(=O)Nc1ccc(CN2CCOCC2)cc1 | 170 | -4 | 0 | 0.3 | -1.3 | -3 | 2 | 0.66 | 0.0
Cc1ccc(CCNC(=O)CN2CCN(Cc3ccccc3F)C2=O)cc1 | 102 | . | 19 | -0.7 | -0.44 | -3 | . | 0.88 | .
CCOC(=O)C1CCN(S(=O)(=O)c2ccc(-n3cnnn3)c(C)c2)CC1 | 99 | 12 | 12 | 0.3 | -1.3 | -4 | 7 | 0.12 | 0.5
Cc1cc(C(=O)NC(C)c2ccncc2)no1 (centres undefined) | 139 | -11 | 11 | 3.3 | 0.14 | 10 | 7 | 1.3 | -0.6
COCCN1C(=O)c2ccc(C(=O)O)cc2C1=O | 96 | -6 | 0 | -0.6 | -0.072 | 9 | -5 | 1.1 | -1.1
COc1ccc(-n2c(C)nc3cc(C(=O)N4CCOCC4)ccc32)cc1 | 79 | -32 | 11 | 0.3 | -0.01 | -5 | -6 | -0.014 | 0.2
O=C(NCCCNC(=O)C(F)(F)C(F)F)C(F)(F)C(F)F | 240 | -10 | 8 | 1.5 | . | 1 | 2 | . | 0.1
COc1cccc(NC(=O)CSc2ncnc3c2oc2ccccc23)c1 | 91 | -5 | -14 | -1.0 | 0.58 | 31* | -3 | -0.23 | -1.7
c1ccc(CN2CCN(CCN3CCn4c3nc3ccccc34)CC2)cc1 | 110 | -15 | 4 | -0.1 | 0.13 | 0 | 2 | -2.1* | -1.1
COc1ccc(C(=O)NCC(C)CN(C)C)cc1 (centres undefined) | 196 | -27 | 7 | 0.6 | 5.1 | -5 | 0 | 0.0022 | -0.9

Compounds above with four or more nitrogen atoms, in the order listed:
SMILES | HER2 expr 66K | S1P1 ag pot | HEK293 NFkB inh | HTR1E agonist | M1 agonist | HTR1E antagonist | Jurkat viability | M1 antag | S1P3 agonist
O=C(NCCN1CCCC1)c1ccc2c(=O)n(CCc3ccccc3)c(=O)[nH]c2c1 | 74 | . | 12 | -0.4 | -1.3 | -2 | . | -0.16 | .
COc1ccc(CCNC(=O)CSc2nnnn2-c2ccccc2OC)cc1OC | 90 | -4 | 0 | 1.4 | -0.99 | -5 | -2 | 0.11 | 0.2
Cc1c(NS(=O)(=O)c2ccc3c(c2)n(C)c(=O)n3C)c(=O)n(-c2ccccc2)n1C | 87 | . | 7 | 0.9 | -0.82 | -10 | -1 | -0.27 | -0.2
CCOC(=O)c1[nH]cnc1C(=O)Nc1ccccn1 | 83 | -12 | 24 | 0.0 | 0.37 | 6 | 0 | 0.059 | -0.8
CCOC(=O)C1CCN(S(=O)(=O)c2ccc(-n3cnnn3)c(C)c2)CC1 | 99 | 12 | 12 | 0.3 | -1.3 | -4 | 7 | 0.12 | 0.5
c1ccc(CN2CCN(CCN3CCn4c3nc3ccccc34)CC2)cc1 | 110 | -15 | 4 | -0.1 | 0.13 | 0 | 2 | -2.1* | -1.1
